# NOD1 inhibition: NOD1 signaling inhibitors, primary screen, cell-based, luminescence, uHTS (AID 1578). NOD1-driven NF-kB luciferase reporter cells, luminescence; higher % means a stronger effect. inhibition, % at 4 µM; hits with a dose series show EC50 in µM. 290,000 tested, 1% active; in the data active = inhibition mostly above about 36%, no sharp cut-off; inactive = mostly below about 34%;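 note: HEK-293T reporter cells stimulated with the NOD1 agonist gamma-tri-DAP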
# GPR55 LPI antagonism: GPR55 antagonists blocking LPI-driven arrestin recruitment, primary screen, imaging, U2OS, beta-arrestin-GFP, LPI agonist (AID 2013); 290,000 tested, 0.13% active; U2OS GPR55 beta-arrestin-GFP translocation imaging, LPI antagonism; higher % means a stronger effect; inhibition, % at 10 µM; hits with a dose series show IC50 in µM; G-protein coupled receptor 55 (Homo sapiens);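 active = spots per cell inhibited over 60%, with over 100 cells counted and total cytoplasm intensity under 500,000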;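 note: U2OS cells stably carrying GPR55 and arrestin-GFP stimulated by 5 µM LPI near EC80; imaged beta-arrestin-GFP aggregate spots per cell after agonist stimulation; plate controls were LPI-stimulated DMSO wells for no effect and DMSO wells without LPI for full effect; some results filed as inactive read as strong as hits; confirmed hits need IC50 under 10 µM and bright autofluorescent wells are also inconclusive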
# GPR55 beta-arrestin: GPR55 agonists via beta-arrestin recruitment, primary screen, imaging, U2OS cells, beta-arrestin-GFP redistribution (AID 1961) | G-protein coupled receptor 55 (Homo sapiens) | U2OS GPR55 beta-arrestin-GFP redistribution imaging; higher % means a stronger effect | activation, % at 10 µM; hits with a dose series show EC50 in µM | 290,000 tested, 0.048% active;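 active = activation above 40% with more than 50 cells counted in the well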;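 note: U2OS osteosarcoma cells stably expressing GPR55 and beta-arrestin-GFP; plate controls were DMSO negative control for no effect and LPI positive control for full effect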
# UTI89 phage lysis: inhibition of K1F phage lysis, E. coli UTI89, bacterial capsule biogenesis inhibitors, alamar blue (AID 488966). E. coli UTI89 K1F phage lysis, alamar blue, 2 h; higher % means a stronger effect. inhibition, % at 100 µM, or IC50 in µM where a hit was titrated. 340,000 tested, 0.02% active;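 active = phage lysis inhibition, versus mean bacterial control, above a set limit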;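 note: capsule biogenesis inhibitors block K1F phage lysis so surviving cells raise fluorescence; higher fluorescence means more inhibition of phage lysis; actives were called in the ten point dose series up to 300 µM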
# GPR35 arrestin U2OS: GPR35 antagonists blocking zaprinast-driven arrestin recruitment, primary screen, imaging, U2OS, beta-arrestin-GFP, zaprinast agonist (AID 2058) | G-protein coupled receptor 35 (Homo sapiens) | U2OS GPR35 beta-arrestin-GFP translocation imaging, zaprinast antagonism; higher % means a stronger effect | inhibition, % at 10 µM; hits with a dose series show IC50 in µM | 290,000 tested, 0.052% active;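 active = inhibition of at least 50% with at least 30 cells and total cytoplasm GFP at most 10,000,000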
# KOR beta-arrestin-1: KOR agonists, beta-arrestin recruitment, primary screen, cell-based, luminescence, uHTS (AID 1777). activation, % at 10 µM; hits with a dose series show EC50 in µM. 280,000 tested, 0.02% active. KOR beta-arrestin recruitment, luminescence; higher % means a stronger effect. Kappa-type opioid receptor (Homo sapiens); in the data active = activation above about 50%, passing the limit was not always enough; note: a part of the inactive calls stands beside numbers as strong as those of hits
# Rac1 GTP hydrolysis: MgcRacGAP GTPase-activating activity inhibitors, confirmation, biochemical, ADP Hunter fluorescence | MgcRacGAP-stimulated Rac1 GTP hydrolysis, ADP Hunter fluorescence; higher % means a stronger effect; GST-tagged Rac1 F28L mutant substrate | inhibition, % at 30 µM, or IC50 in µM where a hit was titrated | 340,000 tested, 0.6% active;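 active = first-screen hits whose inhibition reached a set limit at any dose in the follow-up dose series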;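 note: fluorescence reports GDP produced by GAP-driven GTP hydrolysis; strong numbers were not always called active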
# NTR1 ag: agonists of NTR1, primary screen, imaging, U2OS cells, beta-arrestin-GFP, high content (AID 493036) | Neurotensin receptor type 1 (Homo sapiens), P30989 | NTR1-U2OS beta-arrestin-GFP spot imaging, agonist mode | activation, % at 20 µM | 330,000 tested, 0.17% active;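 active = activation at or above 40% of the spot to cytoplasm intensity ratio, with at least 20 cells analyzed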;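 note: 0% = DMSO without peptide and 100% = 100 nM NTR1 peptide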
# Target sequence (P30989 whole entry, looked up): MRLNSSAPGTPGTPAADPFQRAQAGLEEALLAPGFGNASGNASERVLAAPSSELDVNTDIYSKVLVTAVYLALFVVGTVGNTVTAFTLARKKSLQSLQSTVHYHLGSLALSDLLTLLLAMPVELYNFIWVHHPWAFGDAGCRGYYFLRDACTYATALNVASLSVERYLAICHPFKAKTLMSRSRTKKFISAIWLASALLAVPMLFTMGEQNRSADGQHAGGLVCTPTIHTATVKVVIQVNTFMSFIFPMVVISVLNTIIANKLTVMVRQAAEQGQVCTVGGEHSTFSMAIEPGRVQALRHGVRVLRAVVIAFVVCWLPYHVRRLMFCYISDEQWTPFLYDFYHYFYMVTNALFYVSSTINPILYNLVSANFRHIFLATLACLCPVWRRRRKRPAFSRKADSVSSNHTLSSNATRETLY
# KOR beta-arrestin-2: KOR antagonists, beta-arrestin recruitment, cell-based, luminescence, uHTS (AID 1778) | Kappa-type opioid receptor (Homo sapiens) | KOR beta-arrestin recruitment, luminescence, antagonist mode; higher % means a stronger effect | inhibition, % at 10 µM, or IC50 in µM where a hit was titrated | 290,000 tested, 0.091% active; in the data active = inhibition above about 50%; note: strong numbers were not always called active
# NTR1 ag cell count 20 µM: further read-out of NTR1 ag, marked with its call; cell count; measured here: cell count, cytotoxicity flag
# * marks the source's active call; other numbers are inactive results; nt = no result given; [ ] = dose if it differs, or a comment. Only part of the results is shown, so the mix of outcomes need not match the whole.
SMILES,NOD1 inhibition,GPR55 LPI antagonism,GPR55 beta-arrestin,UTI89 phage lysis,GPR35 arrestin U2OS,KOR beta-arrestin-1,Rac1 GTP hydrolysis,NTR1 ag,NTR1 ag cell count 20 µM,KOR beta-arrestin-2
COc1ccc(Cl)cc1S(=O)(=O)Oc1ccc(NC(C)=O)cc1,-12.4%,8.2%,-0.2%,1.3%,-3.9%,2.6%,7.4%,1.4,54,-18.3%
O=C(Nc1ccc(C(=O)O)cc1)Nc1cccc([N+](=O)[O-])c1,-12.4%,7.3%,-0.2%,0.5%,4.3%,-0.7%,4.1%,0.3,47,6.7%
CCOC(=O)CSC1=C(C#N)C(=O)NC(c2ccc(OC)cc2)S1 (stereo not drawn),-14.5%,8.0%,0.0%,0.7%,8.0%,-3.3%,19.5%,1.9,101,-4.7%
COc1cc(SC)ccc1C(=O)OC(C)C(=O)Nc1ccc(NC(C)=O)cc1 (stereo not drawn),-17.5%,5.0%,-0.1%,-0.1%,17.2%,3.1%,6.9%,0.2,48,-8.9%
COc1nc(Oc2ccc(=O)[nH]n2)nc(N2CCOCC2)n1,-8.8%,2.3%,0.4%,6.3%,-7.1%,0.5%,0.6%,-0.8,63,8.3%
Cc1cccc(C)c1NC(=O)CCCSc1nnc(-c2ccco2)n1-c1ccccc1,-15.4%,1.1%,0.0%,-1.4%,19.2%,1.0%,7.1%,-1.9,53,-13.5%
O=C(CN1C(=O)c2ccccc2C1=O)Nc1cccc(S(=O)(=O)Nc2ccccc2Cl)c1,-14.4%,1.8%,-0.2%,-2.9%,11.4%,-1.7%,-6.0%,-0.7,54,11.9%
CCc1nc(SCc2ccc(OC)cc2)n[nH]1,-44.7%,1.0%,-0.4%,0.2%,-5.9%,0.4%,8.9%,0.1,58,-25.8%[20 µM]
Cc1ccc(OCCNC(=O)/C=C/c2ccco2)cc1C,-10.7%,3.7%,-0.1%,7.7%,8.8%,2.2%,9.2%,1.1,53,-28.0%
CC1(C)Cc2c(c(N3CCOCC3)nc3sc(C(=O)Nc4cccc(Cl)c4)c(N)c23)CO1,-14.4%,-4.0%,-0.2%,0.1%,2.8%,4.4%,0.8%,3.3,51,3.8%
O=C(Nc1c[nH]c(=O)[nH]c1=O)c1ccccc1Cl,-16.5%,5.5%,-0.2%,-0.3%,-3.0%,-5.6%,7.9%,-1.0,48,0.3%
CCOC(=O)c1ccc(-n2c(CC)nc3ccccc3c2=O)cc1,-21.8%,-3.2%,0.3%,nt,0.7%,5.4%,nt,4.8,61,-10.7%
COCCn1c(-c2ccc(Cl)cc2)nc2oc3cc(OC)ccc3c(=O)c2c1=O,-2.4%,11.6%,-0.1%,nt,-0.9%,2.3%,nt,1.5,46,10.5%
COc1ccc(OCc2nc3c4cc(OC)c(OC)cc4nc(=S)n3[nH]2)cc1,-9.5%,4.5%,0.8%,2.1%[50 µM],-8.7%,-5.0%,2.8%,-0.2,34,35.6%
COc1ccccc1NC(=O)c1c(N=Cc2ccccc2O)cnn1C,-25.7%,-0.9%,0.8%,nt,-0.3%,0.9%,nt,1.4,91,-55.4%
CC1(C)Cc2c(sc(NC(=O)Nc3ccccc3)c2C(N)=O)CO1,-3.9%,10.7%,0.3%,0.2%,-0.7%,-1.8%,13.0%,-1.0,58,17.9%
COc1ccc(-n2c(CNC(=O)COc3ccccc3)n[nH]c2=S)cc1,-8.8%,16.6%,-0.6%,-0.6%,14.6%,2.1%,4.2%,2.1,15,15.6%
COc1cc(=O)n2c(-c3ccccc3)csc2n1,13.0%,1.2%,-0.2%,-1.4%,10.8%,-5.4%,4.0%,-1.7,39,6.7%
Cc1cccc(-c2noc(CNC(=O)c3ccc4c(c3)OCO4)n2)c1,-27.5%,12.3%,-0.2%,0.2%,-6.9%,2.7%,5.6%,-1.8,45,-24.0%
Cc1cccc(OCCCCc2c(C)n[nH]c2C)c1,-5.1%,-10.8%,-0.2%,0.8%,-5.6%,-3.2%,-2.3%,2.1,50,-15.3%
CCCCn1c(C23CC4CC(CC(C4)C2)C3)n[nH]c1=S,-16.5%,29.9%,2.1%,3.8%,-14.7%,-0.3%,3.7%,1.9,64,-0.9%
O=c1c2c(ncn2C2CCCC2)n(Cc2ccccc2)c(=O)n1CCOc1ccccc1,18.5%,2.1%,0.2%,3.1%,-9.0%,4.8%,4.7%,4.4,35,-24.7%
COc1ccc(CC(=O)Nc2cccnc2)cc1,-8.6%,10.4%,0.3%,-0.2%,-7.7%,2.7%,5.4%,-0.7,66,-4.4%
O=C(CN1C(=O)c2cccnc2Oc2ccc(Cl)cc21)NCCc1ccccc1,-2.0%,74.9%,0.7%,-0.2%,23.2%,-7.9%,5.9%,1.5,58,12.3%
COc1cccc(-c2ccc(SCC(=O)N3CCN(c4ccccc4)CC3)nn2)c1,14.0%,-1.6%,-0.2%,0.2%,-12.3%,3.2%,7.5%,0.6,73,-41.8%
# (listing goes on)
SMILES,NOD1 inhibition,GPR55 LPI antagonism,GPR55 beta-arrestin,UTI89 phage lysis,GPR35 arrestin U2OS,KOR beta-arrestin-1,Rac1 GTP hydrolysis,NTR1 ag,NTR1 ag cell count 20 µM,KOR beta-arrestin-2
COC(=O)c1ccc(CSc2nnc(NC(C)C)s2)o1,-54.0%,-4.1%,0.0%,-0.1%,-9.9%,-5.0%,4.2%,-0.3,40,-18.1%
CC(=O)C1=C(O)C(=O)N(c2ccc(Br)cc2)C1c1ccc(Cl)cc1 (stereo not drawn),-8.0%,1.7%,-0.3%,0.1%,8.8%,-0.4%,11.8%,3.9,58,-35.8%[20 µM]
CCOc1ccc2[nH]c(=O)c(CN(Cc3ccco3)Cc3nnnn3Cc3ccccc3)cc2c1,-12.2%,-7.4%,-0.2%,0.5%,2.1%,-2.8%,7.2%,2.6,46,17.4%
COC(=O)CN1C(=O)C2(OCCCO2)c2ccccc21,9.5%,3.5%,-0.2%,-1.7%,-13.2%,7.5%,0.0%,1.1,55,-8.4%
COc1cc(NC(=O)Cn2cnc(S(=O)(=O)N3CCC(C)CC3)c2)cc(OC)c1OC,-10.3%,7.2%,-0.1%,1.2%,-2.1%,-1.2%,12.7%,-0.4,68,-5.8%
O=C(CSc1nnc(Cn2nnc3ccccc32)o1)N(Cc1ccc(Cl)cc1)c1ccccc1,48.7%*,-10.7%,0.0%,10.0%,4.1%,5.1%,3.3%,12.4,63,-51.4%
Cn1nccc1C(=O)Nc1cccc(S(=O)(=O)N2CCOCC2)c1,-5.0%,4.1%,0.2%,0.3%[50 µM],-16.5%,5.8%,5.3%,0.9,43,-15.4%
Cc1ccn2c(C(=O)CSc3ccccc3)c(C)nc2c1,-40.9%,8.3%,-0.3%,-0.4%,5.8%,1.1%,0.7%,1.6,40,-5.2%
Cc1cc(C=O)c(C)n1-c1ccc(Cl)c(C(=O)O)c1,-22.9%,6.6%,0.8%,nt,-7.7%,-3.0%,nt,-0.7,55,0.2%
CCOC(=O)c1ccc(CNCc2ccccc2)cc1,-28.4%,1.2%,-0.3%,1.8%[50 µM],1.5%,0.3%,4.6%,-0.2,50,20.8%
Cc1ccc(/C=C/c2nc3ccccc3s2)s1,-34.1%,-5.1%,-0.2%,3.8%,8.2%,-3.6%,6.6%,1.5,70,-4.6%
CC(C(=O)NCc1ccc2c(c1)OCO2)c1ccc([N+](=O)[O-])cc1 (stereo not drawn),-23.3%,6.5%,0.4%,0.3%,-4.4%,-1.0%,12.3%,-0.9,80,16.5%[20 µM]
CCOC(=O)c1ccc(N/C=C/C(=O)c2ccco2)cc1,-74.3%,7.2%,-0.2%,0.3%,-3.8%,6.1%,4.5%,-0.2,57,22.7%
CCc1cc(C(=O)Cc2cnn(-c3ccccc3)c2)c(O)cc1O,38.3%,8.5%,-0.2%,-0.2%,0.9%,2.1%,6.8%,10.2,80,-41.4%
O=C(O)CSCC(=O)N1CCCCC1,-33.8%,-6.6%,0.2%,-1.9%,17.3%,4.6%,-0.8%,-1.1,39,-29.2%
CCOc1ccc(N2C(=O)CC(N(Cc3ccco3)C(=O)CC)C2=O)cc1 (stereo not drawn),-33.7%,9.6%,0.2%,0.1%,3.5%,nt,15.1%,-0.4,74,-44.4%[20 µM]
O=C(Nc1cccc2c1CCCC2)c1ccccc1Cl,-39.0%,-1.3%,0.6%,0.7%,-13.3%,-5.4%,7.2%,0.2,50,25.8%
Cc1cc(C)nc(-n2nc(C)cc2NC(=O)CN2CCCC(C)C2)n1 (stereo not drawn),-12.7%,12.7%,0.1%,1.8%,0.2%,-3.8%,1.4%,-0.4,38,6.9%
C[C@H](NC(=O)c1ccccc1Cl)C(=O)NCc1cccs1,-23.1%,8.0%,0.1%,0.4%,-8.2%,-3.4%,6.2%,-1.3,54,-8.5%
CCOC(=O)NC1(Nc2cccc(Cl)c2)Oc2ccccc2O1,-31.2%,-1.9%,-0.2%,4.3%,-10.5%,7.3%,0.1%,nt,nt,-5.7%
COc1cccc(CNS(=O)(=O)c2cn(C)cn2)c1,-1.0%,1.3%,-0.1%,-0.4%,1.5%,1.4%,-8.3%,0.7,58,-11.4%
CCn1nnc(NC(=O)c2cccc(-c3cc4ccccc4oc3=O)c2)n1,-54.0%,-2.9%,-0.1%,5.7%,-5.7%,0.6%,5.0%,2.3,81,5.5%
CC1CCN(c2nc3ccc(C(=O)O)cc3s2)CC1,65.5%,3.6%,-0.1%,0.8%,3.0%,-2.4%,10.7%,-0.5,36,-41.0%
Cc1cc(-c2ccc(S(=O)(=O)Nc3ccc(C#N)cc3)s2)on1,-11.6%,2.8%,0.3%,0.1%,6.6%,-3.3%,11.1%,-0.7,51,27.0%
Cc1[nH]n(-c2ccc(Cl)cc2)c(=O)c1C=NC12CN3CN(CN(C3)C1)C2,-16.5%,6.4%,0.3%,1.8%[50 µM],0.2%,4.5%,5.5%,-1.2,73,-33.3%
COc1ccccc1C(=O)Nc1ccc(S(=O)(=O)N2CCOCC2)cc1,-38.3%,5.0%,0.2%,0.0%,3.7%,-7.4%,5.1%,1.2,68,23.0%
Cn1cc(-c2ccno2)c(C(=O)O)n1,-30.2%,10.6%,0.0%,2.1%,-2.5%,-1.9%,-2.9%,3.2,23,13.8%

# Source: PubChem
